# FBPA coupling cs: coupling enzyme interference in Giardia aldolase counter-screen; coupling enzyme system counterscreen, AmpLite Red fluorescence; activity change, negative = inhibition, % at 58.2 µM, hits read low; 290,000 tested, 0.67% active; AID 2472; in the data active means activity change below about -30%; further: on the % scale 0 is the no-effect control and ±100 the full control effect
#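 Counterscreen lacking aldolase: glyceraldehyde-3-phosphate coupling-enzyme reagent preincubated 10 min at RT with compound (at 57.5 uM final), then substrate/coupling system with AmpLite Red added; fluorescence read at 525/598 nm after 20 min RT.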
# TRPV1 ag: agonists of human vanilloid receptor 1 (TRPV1); TRPV1-expressing cells, Fluo-8 calcium influx, agonist mode; activation, % at 8.33 µM; 320,000 tested, 0.19% active; AID 540275; in the data active means activation above about 80%; inconclusive means between about 30% and that limit; further: 0% is about no effect
#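 Fluo-8 calcium influx in TRPV1-expressing cells, kinetic read (ex 480/em 520 nm). Compound added and read 3 min for agonist activity, followed by capsaicin at EC20 final and 2 min further read for enhancement.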
# USP2a inh: USP2a (human) protease inhibition; O75604; USP2 core, Ub-CHOP2 coupled fluorogenic reporter, 485/531; Potency, µM (doses to about 38.3 µM), without a hit: at the top dose activity change, negative = inhibition, actives largely listed as inhibitors; 330,000 tested, 0.01% active;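 further: potency means the concentration at half of the fitted maximal effect; plate controls were DMSO wells for no effect and full inhibition by NEM control for full effect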
#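 Cell-free coupled assay: 10nM USP2 core preincubated 30min RT with compound in Tris-HCl pH 8.0/CaCl2/CHAPS buffer, then 25nM Ub-CHOP2 and 25nM reporter substrate; fluorescence (Ex 485/Em 531) read after 60min RT, normalized to NEM inhibition, concentration-response curves fitted.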
# KCNH2 3.1 inh: inhibitors of human KCNH2 3.1 potassium channel isoform; 340,000 tested, 0.95% active; AID 720553; activity change, % (tested at about 1.8 µM); U2OS KCNH2 3.1, thallium flux FluxOr; hits give low values;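 active means maximum activity change below -70%; inconclusive means maximum activity change from -70% to -50%; inactive means maximum activity change above -50%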;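 further: thallium influx rate constant from kinetic fluorescence after stimulation buffer; on the % scale 0 is the no-effect control and ±100 the full control effect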
#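 Normalized rate constant (relative to positive and negative DMSO controls) derived from a 2 min kinetic fluorescence read after stimulation; U2OS cells expressing the 3.1 isoform via virus at 1.77 x 10^8 /mL.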
# B2AR arrestin: recruits beta-arrestin to the human beta2-adrenergic receptor; 330,000 tested, 0.02% active; AID 492947; Potency, µM (top dose mostly 46.1 µM), without a hit: at the top dose activation, most hits filed as activators; beta-arrestin recruitment to beta2AR, cell-based reporter;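 further: potency means the concentration at half of the fitted maximal effect; 0% = DMSO controls and full agonism = EC100 isoproterenol or metaproterenol; nearly all actives have a fitted effect of over 65% in size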
# PKM2 act: activators of human pyruvate kinase M2. AID 1631. P14618. Potency, µM (series often up to 57.5 µM), without a hit: top-dose activation, actives largely listed as activators. purified PKM2, Kinase-Glo ATP luminescence, activation; response scale: 0% is enzyme alone, no compound. 260,000 tested, 0.34% active; further: potency means the concentration at half of the fitted maximal effect; on the % scale 0 is the no-effect control and ±100 the full control effect; nearly all actives have a fitted effect of over 55% in size
#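 Purified hPK-M2 (>95% pure) converted ADP (0.1 mM final) to ATP with 0.5 mM PEP in 50 mM imidazole pH7.2, KCl, MgCl2, Tween 20, BSA; 1 h at room temperature. ATP detected by Kinase-Glo luminescence.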
# KCNH2 WT inh: inhibitors of human wildtype KCNH2 potassium channel. AID 720551. 340,000 tested, 0.37% active. activity change, % at 1.84 µM. Q12809. U2OS, BacMam KCNH2, thallium flux FluxOr; hits give low values;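 active means maximum activity change below -70%; inconclusive means maximum activity change between -70% and -50%; inactive means maximum activity change above -50%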; further: on the % scale 0 is the no-effect control and ±100 the full control effect
# Target sequence (Q12809 whole entry, looked up): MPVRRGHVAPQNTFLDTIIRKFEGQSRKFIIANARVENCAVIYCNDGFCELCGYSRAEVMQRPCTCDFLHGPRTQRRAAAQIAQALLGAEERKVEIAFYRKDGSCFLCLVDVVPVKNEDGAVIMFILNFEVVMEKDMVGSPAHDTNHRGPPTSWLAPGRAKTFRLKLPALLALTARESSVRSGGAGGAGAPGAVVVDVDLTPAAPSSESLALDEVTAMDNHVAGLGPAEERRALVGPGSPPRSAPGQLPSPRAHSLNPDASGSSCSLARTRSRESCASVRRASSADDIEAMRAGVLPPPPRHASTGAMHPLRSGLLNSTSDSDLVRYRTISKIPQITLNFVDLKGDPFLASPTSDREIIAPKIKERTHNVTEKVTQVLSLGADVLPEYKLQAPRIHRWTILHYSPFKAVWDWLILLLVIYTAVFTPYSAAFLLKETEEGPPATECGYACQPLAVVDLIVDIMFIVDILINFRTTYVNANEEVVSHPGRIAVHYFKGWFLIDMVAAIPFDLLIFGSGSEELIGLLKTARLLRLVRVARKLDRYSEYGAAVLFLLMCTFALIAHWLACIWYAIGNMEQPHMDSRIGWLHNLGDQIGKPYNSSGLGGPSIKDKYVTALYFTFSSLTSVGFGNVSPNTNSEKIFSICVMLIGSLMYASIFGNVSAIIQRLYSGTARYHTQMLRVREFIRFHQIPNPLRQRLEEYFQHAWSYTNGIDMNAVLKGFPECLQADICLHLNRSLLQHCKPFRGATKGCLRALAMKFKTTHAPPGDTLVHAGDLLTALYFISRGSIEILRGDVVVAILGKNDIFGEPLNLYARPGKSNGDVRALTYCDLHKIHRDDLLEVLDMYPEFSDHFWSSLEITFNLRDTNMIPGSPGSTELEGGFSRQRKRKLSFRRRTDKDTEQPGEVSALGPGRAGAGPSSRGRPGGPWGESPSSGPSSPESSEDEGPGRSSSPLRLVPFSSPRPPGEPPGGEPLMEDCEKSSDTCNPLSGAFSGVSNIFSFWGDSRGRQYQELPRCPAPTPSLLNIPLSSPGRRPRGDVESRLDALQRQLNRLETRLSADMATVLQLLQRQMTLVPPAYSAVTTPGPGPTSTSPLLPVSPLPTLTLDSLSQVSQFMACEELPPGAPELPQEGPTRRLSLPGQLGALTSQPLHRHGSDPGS
#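 U2OS cells transduced with wild-type KCNH2 virus are loaded with FluxOr dye for 45 min, and thallium flux is measured in kinetic reads before and after stimulation buffer. Rate constants are normalized to DMSO controls.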
# CXXC DNA block: blocks binding of human MLL CXXC domain to DNA. Q03164. MLL-CXXC / FITC-HOXA9 DNA fluorescence polarization. Potency, µM (titrated, usually from 115 µM), without a hit: at the top dose activity change, negative = inhibition, hits mostly inhibitors. 290,000 tested, 0.037% active. AID 2662; active means well fitted inhibition curve with a large enough effect in the polarisation, with a control signal flat, not every such curve was filed as active; inconclusive means small, poorly fitted or top-dose-only effect, or effect the other way, or a change in a side signal; inactive means no such curve, though single readings can be large or run the other way; the % refers to the polarisation; further: potency means the concentration at half of the fitted maximal effect
#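 Steps: dispense CXXC domain solution (7 uM) → pin compounds or unlabeled HOX-A9 DNA control → 5 min ambient → add FLSN-HOX-A9 solution (50 nM) → spin → 30 min ambient → fluorescence polarization. Tris pH 7.5/NaCl/DTT/BSA buffer.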
# Giardia kill: kills Giardia lamblia | Giardia lamblia trophozoite viability | activity change, % at 7.66 µM, hits read low | 340,000 tested, 0.15% active | AID 540267; in the data active means activity change below about -80%; inconclusive means between about -30% and that limit;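 further: parasites exposed to compound for two days anaerobically before the ATP read; on the % scale 0 is the no-effect control and ±100 the full control effect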
#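 Luminescence from cellular ATP indicates surviving trophozoites (100 cells/well) following 48 hrs anaerobic compound treatment at 37 deg C; signal develops 15-30 min at room temperature.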
# GALK inh: blocks human galactokinase activity; Purified GALK, Kinase-Glo residual ATP luminescence; Potency, µM (highest dose often 57.5 µM), for the others: top-dose activity change, negative = inhibition, usual class: inhibitors; 270,000 tested, 0.007% active; AID 1868; further: potency means the concentration at half of the fitted maximal effect; on the % scale 0 is the no-effect control and ±100 the full control effect
#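 Compounds were pin-transferred into ATP buffer (35 uM final), then GALK plus galactose (5 nM, 100 uM final) was added. After 1 h at room temperature, Kinase-Glo Plus was added and luminescence read after 10 min.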
# Menin-MLL TR inh: inhibitors of human menin-MLL interaction, mutant MLL peptide; Potency, µM (titrated, usually from 61.6 µM), inactives show top-dose FP activity change, negative = inhibition, usual class: inhibitors; 270,000 tested, 0.23% active; Menin + Texas Red MLL mutant peptide, fluorescence polarization; O00255; active means well fitted inhibition curve with a large enough effect in the polarisation, with a control signal flat, not every such curve was filed as active; inconclusive means small, poorly fitted or top-dose-only effect, or effect the other way, or a change in a side signal; inactive means no such curve, though single readings can be large or run the other way; the % refers to the polarisation; further: potency means the concentration at half of the fitted maximal effect; % of control where 0% means no effect; many of its hits are not listed in these tables
# * = called active by the depositor; i = inactive; ? = inconclusive; nt = not tested or not shown; [ ] = remark or other dose. Unless noted, the call rests on the fitted dose curve; in most records, active means well fitted curve in the direction sought with a large enough effect; inconclusive means small, poorly fitted or top-dose-only effect, or another doubt; inactive means no such curve, though single readings can be large; an effect the other way counts as inactive or inconclusive. Some of the compounds tested; rates above refer to the full screens.
# Key to letters – A = FBPA coupling cs; B = TRPV1 ag; C = USP2a inh; D = KCNH2 3.1 inh; E = B2AR arrestin; F = PKM2 act; G = KCNH2 WT inh; H = CXXC DNA block; I = Giardia kill; J = GALK inh; K = Menin-MLL TR inh
Structure: CCCCCC1CCC(C(=O)O)CC1 (stereo unspecified)
  A = 13	B = 9	C = 1%	D = 9	E = 0.2%	F = -8%	G = -5	H = -8%	I = 7	J = -1%	K = 12%

Structure: CC(C)c1ccc(Nc2nnc(SCC(=O)c3nnc(-c4ccccc4)o3)s2)cc1
  A = 1	B = -2	C = ?	D = -5	E = 2.1%	F = -3%	G = 3	H = 13%	I = -10	J = 1%	K = ?

Structure: O=C(/C=C/c1cccc([N+](=O)[O-])c1)OC1CCCCC1=O (stereo unspecified)
  A = 0	B = 13	C = 2%	D = -18	E = 0.0%	F = -7%	G = -2	H = -28%	I = -11	J = 17%	K = 7%

Structure: Cc1noc(C(=O)NCC2CCCO2)c1Cl (stereo unspecified)
  A = 1	B = 0	C = 1%	D = -4	E = -0.2%	F = 9%[0.46 µM]	G = -7	H = -2%	I = -19	J = 5%	K = -3%

Structure: CNC(=S)/N=C/NOCc1c(Cl)cccc1Cl
  A = -5	B = 26	C = 3%	D = 4	E = -0.1%	F = 2%	G = 17	H = 15%	I = -14	J = 5%	K = 7%

Structure: COc1ccc(-c2cc(C(F)(F)F)c(C#N)c(SCC(=O)Nc3ccccc3C#N)n2)cc1
  A = -1	B = 9	C = 12%	D = -7	E = -0.4%	F = -1%	G = -2	H = 16%	I = 12	J = -1%	K = ?

Structure: O=C(c1cc(C2CC2)nc2ccc(Br)cc12)N1N=C(C(F)F)CC1(O)C(F)F (stereo unspecified)
  A = -1	B = 29	C = 1%	D = 6	E = -0.3%	F = -2%	G = -2	H = 1%	I = 12	J = 0%	K = -11%

Structure: CCn1cc(C(=O)N2CCc3ccccc32)c(=O)c2cc(S(=O)(=O)N3CCCC3)ccc21
  A = 0	B = 1	C = 0%	D = 20	E = -0.2%	F = 0%	G = -8	H = 2%	I = 23	J = nt	K = -11%

Structure: CN(CCC1CCOCC1)Cc1cn[nH]c1-c1ccc(-c2ccccc2)cc1
  A = -1	B = 0	C = 12%	D = -13	E = 0.1%	F = -1%	G = 14	H = 9%	I = 5	J = -3%	K = -16%

Structure: Cc1ccc(S(=O)(=O)N(CC(=O)N2CCC(C)CC2)Cc2ccccc2F)cc1
  A = -1	B = ?	C = -1%	D = 2	E = 0.0%	F = -3%	G = -8	H = 18%	I = -16	J = 0%	K = ?

Structure: COC(=O)c1cc(C#N)c(Oc2ccccc2OC)nc1C
  A = -17	B = nt	C = 0%	D = -7	E = -1.0%	F = 3%	G = -2	H = 0%	I = -4	J = 1%	K = 6%

Structure: CCOc1ccc(NC(=O)COC(=O)CCS(=O)(=O)c2ccc(C)cc2)cc1
  A = 0	B = 0	C = 2%	D = 18	E = -0.7%	F = -3%	G = -6	H = -4%	I = -2	J = 0%	K = 14%

Structure: O=c1c2c3c(sc2nc(NCCO)n1CCc1ccccc1)CCCCC3
  A = -4	B = ?	C = 1%	D = 4	E = 0.4%	F = 0%	G = 8	H = 1%	I = -25	J = -3%	K = ?

Structure: COc1ccc(NC(=O)C(F)(F)F)cc1OC
  A = 3	B = -1	C = 0%	D = -1	E = 0.2%	F = 0%	G = 2	H = -3%	I = 4	J = -1%	K = -16%

Structure: O=C(CCc1ccccc1)Nc1ccc2c(c1)OCCO2
  A = 0	B = 3	C = 0%	D = 3	E = 0.0%	F = 1%	G = -2	H = -3%	I = -8	J = 0%	K = -5%

Structure: C=CCn1c(SCC(=O)NC2CC2)nnc1C1CC1
  A = 2	B = -3	C = -7%	D = -12	E = -0.1%	F = 1%	G = -6	H = -7%	I = 7	J = 5%	K = 1%

Structure: CCOC(=O)c1ccc(N[C@@H]2CCN3C(=O)c4ccccc4[C@@H]3C[C@H]2O)cc1
  A = nt	B = nt	C = -1%	D = -9	E = 0.2%	F = nt	G = 4	H = nt	I = 46[activator]	J = nt	K = nt

Structure: CC1(C)CCC(=O)N2CC[C@H]3C[C@H](OC(=O)Nc4ccc(Br)cc4)C[C@@H]1[C@H]32
  A = 1	B = 0	C = 0%	D = -2	E = 1.0%	F = 6%	G = -23	H = 3%	I = ?	J = nt	K = 42%[activator]

Structure: O=C(Nc1cc(Sc2nc3ccccc3s2)cc([N+](=O)[O-])c1)c1ccccc1
  A = -3	B = 0	C = -2%	D = -13	E = 0.2%	F = -10%	G = -3	H = 7%	I = 12	J = 0%	K = ?

Structure: CCOc1cccc2cc(C(=O)NCc3ccccc3Cl)c(=O)oc12
  A = 2	B = 6	C = -4%	D = 15	E = -0.3%	F = -8%	G = 0	H = 2%	I = -6	J = 3%	K = ?

Structure: NS(=O)(=O)c1ccc(N=Nc2c[nH]c(=O)c(O)c2)cc1
  A = -38*	B = -2	C = -14%	D = 2	E = 0.9%	F = -31%	G = -8	H = ?	I = 4	J = 12%	K = -1%

Structure: Cc1cc(S(=O)(=O)N2CCCCC2)ccc1OCC(=O)Nc1ccccc1
  A = 0	B = 26	C = 3%	D = -2	E = -1.0%	F = -3%	G = -7	H = 0%	I = -6	J = -1%	K = 15%

Structure: Cc1ccc(C(=O)NCCC2=CCCCC2)cc1S(=O)(=O)N1CCOCC1
  A = nt	B = ?	C = 1%	D = 9	E = 0.4%	F = nt	G = -3	H = nt	I = -7	J = nt	K = nt

Structure: Cc1ccc(NC(=O)C2C3C=CC(O3)C2C(=O)O)c(C)c1 (stereo unspecified)
  A = 3	B = 1	C = 1%	D = 6	E = -1.0%	F = 0%	G = 24	H = 6%	I = 3	J = -3%	K = 8%

Structure: Cc1ccc(S(=O)(=O)NCc2ccccc2)cc1C(=O)N1CCN(c2ccccc2)CC1
  A = nt	B = 0	C = 3%	D = -7	E = -0.8%	F = nt	G = -9	H = nt	I = ?	J = nt	K = nt

# The closing 4 entries of the section before lead into the next.
smiles	FBPA coupling cs	TRPV1 ag	USP2a inh	KCNH2 3.1 inh	B2AR arrestin	PKM2 act	KCNH2 WT inh	CXXC DNA block	Giardia kill	GALK inh	Menin-MLL TR inh
Cc1cc(S(=O)(=O)N2CCCCC2)ccc1OCC(=O)Nc1ccccc1	0	26	3%	-2	-1.0%	-3%	-7	0%	-6	-1%	15%
Cc1ccc(C(=O)NCCC2=CCCCC2)cc1S(=O)(=O)N1CCOCC1	nt	?	1%	9	0.4%	nt	-3	nt	-7	nt	nt
Cc1ccc(NC(=O)C2C3C=CC(O3)C2C(=O)O)c(C)c1 (stereo unspecified)	3	1	1%	6	-1.0%	0%	24	6%	3	-3%	8%
Cc1ccc(S(=O)(=O)NCc2ccccc2)cc1C(=O)N1CCN(c2ccccc2)CC1	nt	0	3%	-7	-0.8%	nt	-9	nt	?	nt	nt
NC(=O)N/N=C/c1ccccc1OC(=O)c1ccccc1Br	-14	-1	0%	5	4.3%	-2%	i	161%[activator]	29	1%	11%
CCCc1nc(SCC(=O)NC2CCCC2)c2ccccc2n1	1	17	3%	-1	0.4%	0%	-8	5%	-16	1%	-5%
Nc1ccc(N2CCCCCC2)cc1	-35*	1	-6%	nt	-0.2%	-10%	nt	-2%	nt	2%	?
Cc1cc(O)ccc1Nc1nc(-c2cccs2)cs1	-1	-1	0%	?	0.1%	2%	3	-11%	-6	-4%	?
COc1ccc(-c2nnc(-c3ccc(F)cc3)o2)cc1	0	?	0%	2	0.6%	nt	-2	-9%	1	2%	4%
C=CCNc1ccc(N2C(=O)CCCC2=O)cc1[N+](=O)[O-]	-3	1	-1%	-1	0.4%	nt	-14	5%	-2	-2%	8%
COc1ccc(C(O)(CCC(C)C)C(CN2CCOCC2)c2ccccc2)cc1 (stereo unspecified)	-2	?	-2%	4	0.5%	nt	-39	34%[activator]	24	nt	?
COCCCN(C(=S)Nc1cc(C)cc(C)c1)C(C)c1ccncc1 (stereo unspecified)	0	-2	1%	-72*	0.5%	0%	-2	-1%	6	1%	-8%
COc1cc(OC)nc(NC(=O)CSc2nc3ccccc3[nH]2)n1	2	4	0%	-2	0.1%	-12%	-14	-1%	-6	0%	8%
Cc1cnc(CN(C)C(=O)CC2C(=O)NCCN2CCCc2ccccc2)[nH]1 (stereo unspecified)	nt	1	-1%	18	0.0%	0%	-9	9%	3	6%	nt
CCOC(=O)c1ccccc1NC(=O)CSc1nc2ccccc2o1	0	3	3%	-1	-0.1%	-3%	5	0%	-14	0%	4%
COc1cc(C)c(NC(=O)C(=S)NCc2ccccc2)cc1C	-3	8	0%	8	0.0%	-7%	-3	-5%	-5	1%	0%

# Compound activity deposited in PubChem BioAssay by National Center for Advancing Translational Sciences (NCATS).
